# Screening results: PubChem, several laboratories
# AID2073 – disruptors of CaV2.2 binding to Mint1 – biochemical, HTRF (AID 2073); 290,000 tested, 0.19% active; one-dose inhibition, % at 20 µM; IC50 in µM for titrated hits; HTRF protein-protein interaction, Mint1-CaV2.2; higher % means a stronger effect; in the data active = inhibition mostly above about 51%, no sharp cut-off; inconclusive = no clear call, values can overlap the other calls; inactive = mostly below about 53%; also: some results filed as inactive read as strong as hits
# MT stabilizer – stabilizes microtubules in HeLa cells; HeLa tubulin immunostaining HCS, 24 h; share of cells brighter than vehicle mean+2SD; % tubulin-high responders, % at 10 µM; 200,000 tested, 0.83% active;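 active = plate Z-score above 3 for both tubulin-high and condensed-nucleus cell shares, with cell loss under 80%, at 10 µM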;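 also: anti alpha tubulin signal scored within the nucleus-defined area of each cell; some results filed as inactive read as strong as hits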
# Autophagy mod – autophagy modulation, high-content screen. MEF GFP-LC3 puncta imaging; test concentration mostly 10 µM. calls only at 10 µM (by protocol). 190,000 tested, 0.98% active;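 active = percentage of spot-positive cells more than 3 SD above its plate mean, without a fluorescence outlier flag or 80% toxicity; inconclusive = no clear call, values can overlap the other calls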;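 also: spot-positive cell cutoff set from DMSO-treated cells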
# Ins promoter up – MIN6 insulin promoter up-regulation. MIN6 insulin promoter-GFP reporter, high-content imaging; hits give high values. z-score at 5 µM. 190,000 tested, 0.3% active. AID 1625;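 active = z-score above 3 at 5 µM with at least 500 cells counted in the well; inconclusive = wells under 500 cells, flagged as cytotoxic or low count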
# HIV fusion peptide – cell-free HIV fusion peptide-binding blockers – biochemical, uHTS, fluorescence dequenching, primary screen (AID 1986) | one-dose inhibition, % at 20 µM; IC50 in µM for titrated hits | cell-free peptide binding, fluorescence dequenching, 30 min; higher % means a stronger effect | 290,000 tested, 0.3% active; in the data active = inhibition mostly above about 52%, no sharp cut-off; inactive = mostly below about 76%; also: some results filed as inactive read as strong as hits
# WT yeast gro inh – growth inhibition of WT yeast, mitochondrial fusion screen | mitochondrial fusion phenotypic screen, WT strain | inhibition, % at 10 µM | 190,000 tested, 2.1% active | AID 1362; in the data active = inhibition above about 58%; tested in S. cerevisiae
# Dynein transport – blocks dynein driven cargo transport along microtubules. AID 1381. 220,000 tested, 0.47% active. 3617.4 mouse cells, GR-EGFP nuclear translocation imaging; test concentration mostly 20 µM; stimulated with dexamethasone, 1 µM; hits give low values. z-score, hits read low;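 active = plate z-score of nuclear minus cytoplasmic receptor signal below a set negative limit, without overly bright fluorescence or cell loss, cut at about -3.5 in these data, passing the limit was not always enough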;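 also: z-score of nuclear minus cytoplasmic ring GR-EGFP intensity difference per well; some compounds called inactive have numbers as strong as hits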
#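 Buffer or medium: tet-free medium with charcoal-stripped serum / Also added: dexamethasone agonist, 1.0 µM final, for 30 min / Timing: induction 48 h, compound 1 h, agonist 30 min / Measured by: high-content fluorescence imaging after fixation / Read-out: nuclear-to-cytoplasmic GR-EGFP distribution per well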
# b-catenin transl – modulators of beta-catenin nuclear translocation; AID 1665; nuclear translocation activity, % at 5 µM; 190,000 tested, 0.3% active; HeLa beta-catenin nuclear translocation, immunofluorescence imaging;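 active = nuclear translocation activity above 50% at 5 µM, with a well cell count of 50 or more; inconclusive = wells under 50 cells across six images, flagged as toxic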;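 also: per-cell ratio of nuclear to cytoplasmic median beta-catenin stain intensity; plate controls were DMSO negative control for no effect and GSK-3 inhibitor IX positive control for full effect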
#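 test system = HeLa cells, endogenous beta-catenin | dosing = single 5 µM dose plus 0.02–20 µM confirmation series | times = compound treatment 24 h, 37°C, 5% CO2 | technique = beta-catenin immunofluorescence imaging with DAPI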
# Yfh1-off respiration – enhancers of respiration in Yfh1-depleted yeast, dose response, Friedreich's ataxia, plus single-dose screen (AID 1465) | 220,000 tested, 0.074% active | S. cerevisiae Yfh1-off respiration, WST-1 reduction, 72 h; higher fold induction means a stronger effect | fold induction at 50 µM; hits with a dose series show EC50 in µM;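 active = fold induction of absorbance versus untreated yeast above a set limit, then at least 30% activation at any dose in follow-up; inconclusive = repeats straddling the limit, or above it without dose testing; inactive = fold induction below the set limit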;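 also: activators that raise dye reduction in frataxin-depleted yeast; strong numbers were not always called active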
# WT yeast gro inh mutant strain – recorded beside WT yeast gro inh, whose call it bears; inhibition, %; mitochondrial fusion phenotypic screen, mutant strain inhibition
# Dynein transport cytoplasmic EGFP – recorded beside Dynein transport, whose call it bears; z-score; measured here: cytoplasmic GR-EGFP intensity; hits give high values
# Dynein transport nuclear GR-EGFP – further read-out of Dynein transport, marked with its call; z-score; measured here: nuclear GR-EGFP intensity;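 lower value marks the stronger effect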
# Dynein transport cell count – further read-out of Dynein transport, marked with its call; z-score; measured here: cell count per field
# Ins promoter up cell count – also measured in Ins promoter up; calls as there; cell count; measured here: cytotoxicity, nuclei count;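 total cells summed across four imaged fields per well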
# b-catenin transl cell count 5 µM – second read-out of b-catenin transl, no call of its own (marks repeat the call); cell count; measured here: cell count, cytotoxicity flag
# MT stabilizer Hoechst-high % – second read-out of MT stabilizer, no call of its own (marks repeat the call); % Hoechst-high responders; measured here: nuclear condensation Hoechst responders;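 share of cells brighter than vehicle mean plus two SD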
# MT stabilizer cytotoxicity % – further read-out of MT stabilizer, marked with its call; toxicity, %; measured here: cytotoxicity by cell density;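 0% = mean cell density of plate MIN control wells and 100% = no cells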
# Autophagy mod cell loss 18 h – second read-out of Autophagy mod, no call of its own (marks repeat the call); toxicity, %; measured here: cell loss, nuclei count;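 cell loss after 18 h compound exposure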
# Active calls of the source: *; i = inactive; u = inconclusive; x = not tested or not shown. No enrichment for hits; any-hit rate near 4.2%.
SMILES,AID2073,MT stabilizer,MT stabilizer Hoechst-high %,MT stabilizer cytotoxicity %,Autophagy mod,Autophagy mod cell loss 18 h,Ins promoter up,Ins promoter up cell count,HIV fusion peptide,WT yeast gro inh,WT yeast gro inh mutant strain,Dynein transport,Dynein transport cytoplasmic EGFP,Dynein transport nuclear GR-EGFP,Dynein transport cell count,b-catenin transl,b-catenin transl cell count 5 µM,Yfh1-off respiration
CCNc1nc(Oc2ccc(C(=O)OC)cc2)nc(N(C)C)n1,-2%,4.3,1.6,7.0,i,6,0.38,1215,1.7%,-3,-12,-0.18,0.058,0.47,0.51,1.2,1001,i
CCCC(=O)Nc1ccc(C(=O)N/N=C/c2ccc([N+](=O)[O-])o2)cc1,20%,6.9,1.5,17,i,21,-2.5,651,22%,9,17,0.05,-0.24,0.16,0.37,3.9,687,i
CC1CCCCC1NC(=O)COn1nnc2ccc(Cl)cc21 (stereo not drawn),2%,1.9,2.0,8.2,i,-14,-0.17,929,-1.4%,19,19,0.76,-0.31,0.39,0.8,x,x,i
COc1ccc(CC(=O)Nc2ccc3nc(SC)sc3c2)cc1OC,2%,4.8,2.5,4.2,i,-11,0.3,1337,-1.7%,-13,1,-1.3,-0.29,-0.34,1.2,-0.5,1117,i
CCOc1ccc(N2C(=O)CC(N(CCc3ccc(OC)cc3)C(=O)/C=C/C(=O)O)C2=O)cc1 (stereo not drawn),1%,4.6,1.7,7.8,i,9,0.71,1491,-1.5%,-1,-18,2.4,-0.06,1.3,-2.4,-0.8,1559,i
CCc1cc2c(SCC(=O)NC(=O)c3cccn3C)ncnc2s1,23%,2.3,2.4,7.6,i,-8,0.4,1597,0.3%,-10,13,-0.054,0.06,-0.062,0.86,-2.6,1101,i
CCOc1ccccc1N(CC(=O)Nc1ccc(C)cc1)S(C)(=O)=O,u,2.0,3.2,9.3,i,-2,-0.51,1232,-1.1%,-27,-5,-0.58,-0.23,-0.1,0.46,-1.9,811,i
COc1ccc(N=C(N)N=C(N)N)c(OC)c1,5%,7.7,2.9,5.0,i,5,0.5,1240,-0.7%,-18,1,1.3,-0.25,1.1,-0.96,-4.7,567,i
O=P(c1ccccc1)(c1ccccc1)c1nc(-c2ccc(Cl)cc2)oc1N1CCOCC1,17%,3.4,3.5,6.9,i,-13,-2.3,1539,1.3%,-8,3,-0.67,-0.064,-0.014,-0.12,-0.1,1439,i
O=C(CS(=O)c1ccc(C(F)(F)F)cc1[N+](=O)[O-])Oc1ccccc1 (stereo not drawn),-7%,3.1,2.4,10.0,i,4,x,x,-1.2%,2,18,-3.9*,0.28*,-2.2*,2.9*,x,x,i
CC(C)Nc1nc(NC(C)C)nc(N(C)C(N)=O)n1,3%,1.6,2.2,9.9,i,-22,0.15,1424,13%,3,11,-0.052,-0.17,-0.033,0.6,-7.9,953,i
COC(=O)C1=C(C)N(C)C(=O)NC1c1cc2c(cc1[N+](=O)[O-])OCO2 (stereo not drawn),68%,2.6,1.4,8.6,i,16,0.71,1225,23%,3,14,1.4,-0.12,0.57,-0.39,-1.5,1146,i
Cc1cccc(C)c1Nc1nnc(SCc2cc([N+](=O)[O-])cc3c2OCOC3)s1,-4%,3.1,2.6,11,i,1,x,x,-1.6%,35,13,-0.35,0.36,-0.11,0.52,x,x,i
CCCCCc1ccc(OCCOCCn2c[n+](C)c3ccccc32)c(CCCCC)c1,20%,79,19,90,i,18,-0.17,1135,20%,96*,93*,-5.6,2.8,-2.6,-4.5,-1.4,1102,i
Cc1sc(NC(=O)c2ccc(Br)s2)c(C(N)=O)c1C,-2%,3.8,3.1,7.1,i,2,0.28,900,-3.7%,x,x,-0.15,0.047,0.24,0.73,-1.7,1170,i
C=CCN1CCc2c(cc(O)c(O)c2Cl)C(c2ccccc2)C1 (stereo not drawn),-9%,x,x,x,x,x,0.52,878,-3.8%,x,x,-0.97,-0.71,-0.24,0.084,-2.2,1249,i
Cc1nn(C(C)C)c(C)c1CN1CCN(Cc2ccsc2)C(CCO)C1 (stereo not drawn),1%,1.6,1.1,3.7,i,14,-0.81,1331,0.8%,2,7,2.8,0.22,1.6,-0.85,0.9,1160,i
COc1ccc(-c2cn3c(C)c(C(=O)N4CCN(c5ccc(F)cc5)CC4)sc3n2)cc1,7%,1.5,3.4,8.3,i,-3,-0.99,939,-2.5%,13,5,1.7,0.053,1.3,-1.1,x,x,x
COc1cc(O)c(C(CC(=O)N2CCCCC2)c2ccc3c(c2)OCO3)c(OC)c1 (stereo not drawn),7%,x,x,x,x,x,x,x,0.3%,x,x,-0.29,-0.78,-0.096,0.23,0.4,1208,i
Cc1cccc(NC(=O)/C(C#N)=C\c2cc(C)n(-c3ccc(C(=O)O)cc3)c2C)c1,22%,0.6,1.8,9.4,i,12,-0.6,1486,10%,4,5,-0.3,-0.15,-0.14,0.47,-0.8,1535,i
Cc1ccc(/C(COc2ccccc2O)=N\O)cc1,5%,3.1,2.4,5.5,i,6,0.11,1921,0.2%,6,5,0.36,-0.41,0.096,-0.025,-4.5,1111,i
Cc1ccc(CNC(=O)C2CC(c3ccc(C(F)(F)F)cc3)=NO2)o1 (stereo not drawn),-4%,x,x,x,x,x,0.55,975,1.4%,x,x,0.65,-0.72,0.46,-0.83,3.4,1322,i
Cc1ccc(NC(=O)CN(C)C(=O)CSc2ncc(C(F)(F)F)cc2Cl)cc1,3%,4.2,2.8,5.0,i,2,-0.36,1288,3.3%,-6,0,-0.32,-0.34,-0.39,0.67,0.2,950,i
COC(=O)c1ccc(-c2ccco2)n1Cc1cccc(C)c1,1%,0.9,1.6,15,i,-6,-0.65,899,-0.2%,64*,22*,-0.71,-0.2,-0.33,0.73,-1.3,1250,i
Cc1ccc(NC(=O)Cn2c(-c3ccc(F)cc3)cnc2SCC(=O)Nc2c(C)cccc2C)cc1,-10%,2.8,2.0,4.9,i,5,0.89,1334,0.5%,-8,20,0.22,-0.24,0.27,0.15,-4.2,1194,i
# Next entries:
SMILES,AID2073,MT stabilizer,MT stabilizer Hoechst-high %,MT stabilizer cytotoxicity %,Autophagy mod,Autophagy mod cell loss 18 h,Ins promoter up,Ins promoter up cell count,HIV fusion peptide,WT yeast gro inh,WT yeast gro inh mutant strain,Dynein transport,Dynein transport cytoplasmic EGFP,Dynein transport nuclear GR-EGFP,Dynein transport cell count,b-catenin transl,b-catenin transl cell count 5 µM,Yfh1-off respiration
CC(=O)c1n[nH]nc1NC(=O)c1ccccc1,17%,2.1,1.0,1.4,i,-4,0.39,874,-1.4%,-17,3,0.077,-0.26,0.29,0.4,x,x,i
CCCn1c(=C(C#N)C#N)s/c(=C2\C=Cc3ccccc3N2CC)c1=O,-4%,4.1,3.2,9.5,i,22,1.2,1248,1.2%,6,-13,-0.2,-0.18,0.0056,0.3,-5.2,1030,i
COc1ccccc1CCN=C(N)NS(=O)(=O)c1ccccc1,12%,1.0,1.1,4.2,i,-26,x,x,1.1%,2,4,-0.83,-0.28,-0.52,0.96,0.9,1122,i
CCOc1ccccc1N1CC(C(=O)NCCc2ccc(S(N)(=O)=O)cc2)CC1=O (stereo not drawn),4%,2.7,1.3,7.3,i,29,0.48,954,-1.0%,3,6,-1.4,-0.08,-0.47,1.8,-3.9,985,x
O=C(N/N=C/c1nn(-c2ccccc2)cc1-c1ccccc1)c1ccncc1,-5%,4.8,4.0,1.1,i,11,-0.49,1440,-2.6%,-6,-16,-0.45,-0.32,-0.34,0.21,x,x,i
CC(C)c1ccccc1OCCNC(=O)c1cccnc1,2%,2.1,2.4,12,i,-32,0.21,1574,0.7%,7,14,0.094,0.1,0.23,0.79,-2.3,988,i
COc1cc(C(=O)NC2(C(F)(F)F)NC(=O)N(CCCc3ccccc3)C2=O)cc(OC)c1OC (stereo not drawn),10%,3.9,2.1,5.1,i,2,-0.17,1323,-1.1%,-9,-6,0.24,-0.25,-0.093,0.26,1.8,886,x
C=CCn1c(Sc2ccccc2)nc2c1c(=O)[nH]c(=O)n2C,3%,6.5,3.0,13,i,-4,x,x,-0.7%,-12,1,-0.42,-0.25,-0.85,0.94,x,x,i
COc1ccccc1-n1c2nc3ccccc3nc2c2c(=O)n(-c3cc(C)cc(C)c3)cnc21,0%,3.8,2.5,7.9,i,8,-1,1258,-1.4%,40,-4,-0.34,-0.19,-0.41,-0.25,0.3,1055,i
O=C(NCCCNC(=O)NC1CCCCC1)NC1CCCCC1,x,4.2,1.6,3.9,i,-3,x,x,x,x,x,3.1,-0.096,3.1,-2.7,x,x,i
CSc1cccc(NC(=S)N(CCCN2CCCC2)Cc2cccn2Cc2ccc(Cl)cc2)c1,0%,3.2,2.5,11,i,16,-1.3,823,-1.6%,74*,65*,-0.43,-0.25,-0.15,0.78,0.4,1121,i
CSc1nnc(NC(=O)CCc2ccccc2)s1,-3%,2.3,2.4,7.3,i,7,0.71,1188,-4.9%,-4,2,-0.73,-0.21,-1.1,0.51,-1.5,1470,i

# Random excerpt: 2 compounds from above, in no set order.
SMILES,AID2073,MT stabilizer,MT stabilizer Hoechst-high %,MT stabilizer cytotoxicity %,Autophagy mod,Autophagy mod cell loss 18 h,Ins promoter up,Ins promoter up cell count,HIV fusion peptide,WT yeast gro inh,WT yeast gro inh mutant strain,Dynein transport,Dynein transport cytoplasmic EGFP,Dynein transport nuclear GR-EGFP,Dynein transport cell count,b-catenin transl,b-catenin transl cell count 5 µM,Yfh1-off respiration
Cc1ccc(/C(COc2ccccc2O)=N\O)cc1,5%,3.1,2.4,5.5,i,6,0.11,1921,0.2%,6,5,0.36,-0.41,0.096,-0.025,-4.5,1111,i
CC(C)c1ccccc1OCCNC(=O)c1cccnc1,2%,2.1,2.4,12,i,-32,0.21,1574,0.7%,7,14,0.094,0.1,0.23,0.79,-2.3,988,i
